GALK inhibitor: inhibitors of human galactokinase | P51570 | Purified GALK, Kinase-Glo residual ATP luminescence | Potency, µM (doses to about 57.5 µM), for inactives: top-dose activity change, negative = inhibition, most hits filed as inhibitors | 270,000 tested, 0.007% active; also: potency is read from the fitted curve at half-maximal effect; % is scaled to controls: 0 for no effect and ±100 for the full control effect
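The enzyme phosphorylates galactose (100 uM) using ATP (35 uM); inhibition is detected as higher residual ATP, quantified by bioluminescence after 1 h reaction at room temperature, pH 8.0.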
MLL CXXC-DNA inh: MLL CXXC-DNA interaction inhibition; Q03164; MLL-CXXC / FITC-HOXA9 DNA fluorescence polarization; Potency, µM (titrated, usually from 115 µM), for inactives: top-dose activity change, negative = inhibition, actives largely listed as inhibitors; 290,000 tested, 0.037% active; AID 2662; active = well fitted inhibition curve with a large enough effect in the polarisation, with a control signal flat, not every such curve was filed as active; inconclusive = small, poorly fitted or top-dose-only effect, or effect the other way, or a change in a side signal; inactive = no such curve, though single readings can be large or run the other way; the % refers to the polarisation; also: potency is read from the fitted curve at half-maximal effect
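Steps: dispense CXXC domain solution (7 uM) → pin compounds or unlabeled HOX-A9 DNA control → 5 min ambient → add FLSN-HOX-A9 solution (50 nM) → spin → 30 min ambient → fluorescence polarization. Tris pH 7.5/NaCl/DTT/BSA buffer.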
Giardia killer: Giardia lamblia killing | Giardia lamblia trophozoite viability | 340,000 tested, 0.15% active | activity change, % at 7.66 µM, hits read low | AID 540267; in the data active = activity change below about -80%; inconclusive = between about -30% and that limit;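 also: parasites exposed to compound for two days anaerobically before the ATP read; % is scaled to controls: 0 for no effect and ±100 for the full control effect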
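Compounds were tested on trophozoites seeded at 100 cells/well and held 48 hrs at 37 deg C anaerobically. An ATP-based luminescent kit measured the remaining live cells.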
TRPV1 ag: agonists of human vanilloid receptor 1 (TRPV1) | TRPV1-expressing cells, Fluo-8 calcium influx, agonist mode | Q8NER1 | activation, % at 8.33 µM | AID 540275 | 320,000 tested, 0.19% active; in the data active = activation above about 80%; inconclusive = between about 30% and that limit; also: 0% is about no effect
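Fluo-8 calcium influx in TRPV1-expressing cells, kinetic read (ex 480/em 520 nm). Compound added and read 3 min for agonist activity, followed by capsaicin at EC20 final and 2 min further read for enhancement.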
Coupling enz: inhibits coupling enzyme system, counter-screen for aldolase hits; coupling enzyme system counterscreen, AmpLite Red fluorescence; activity change, negative = inhibition, % at 58.2 µM, hits read low; 290,000 tested, 0.67% active; AID 2472; in the data active = activity change below about -30%; also: % is scaled to controls: 0 for no effect and ±100 for the full control effect
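Fluorescence at 525 nm excitation and 598 nm emission measured inhibition of the coupled detection system without aldolase. Compounds (at 57.5 uM final) were preincubated 10 min at room temperature with coupling enzyme reagent before a 20 min substrate/AmpLite Red step.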
USP2a block: inhibitors of human ubiquitin-specific protease USP2a; O75604; USP2 core, Ub-CHOP2 coupled fluorogenic reporter, 485/531; Potency, µM (titrated, usually from 38.3 µM), for the others: at the top dose activity change, negative = inhibition, hits mostly inhibitors; 330,000 tested, 0.01% active; AID 463254;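 also: potency is read from the fitted curve at half-maximal effect; plate controls were DMSO wells for no effect and full inhibition by NEM control for full effect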
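USP2 core (10nM final) preincubated 30min RT with compound in 20mM Tris-HCl pH 8.0, 2mM CaCl2, 2mM beta-mercaptoethanol, 0.05% CHAPS; 25nM Ub-CHOP2 plus 25nM reporter substrate added, fluorescence (Ex485/Em531) read after 60min.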
B2AR arrestin: agonists driving beta-arrestin recruitment to human beta2-adrenergic receptor; P07550; beta-arrestin recruitment to beta2AR, cell-based reporter; Potency, µM (highest dose often 46.1 µM), inactives show at the highest dose activation, usual class: activators; 330,000 tested, 0.02% active; AID 492947;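 also: potency is read from the fitted curve at half-maximal effect; 0% = DMSO controls and full agonism = EC100 isoproterenol or metaproterenol; nearly all actives have a fitted effect of over 65% in size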
Target sequence (P07550 whole entry, looked up): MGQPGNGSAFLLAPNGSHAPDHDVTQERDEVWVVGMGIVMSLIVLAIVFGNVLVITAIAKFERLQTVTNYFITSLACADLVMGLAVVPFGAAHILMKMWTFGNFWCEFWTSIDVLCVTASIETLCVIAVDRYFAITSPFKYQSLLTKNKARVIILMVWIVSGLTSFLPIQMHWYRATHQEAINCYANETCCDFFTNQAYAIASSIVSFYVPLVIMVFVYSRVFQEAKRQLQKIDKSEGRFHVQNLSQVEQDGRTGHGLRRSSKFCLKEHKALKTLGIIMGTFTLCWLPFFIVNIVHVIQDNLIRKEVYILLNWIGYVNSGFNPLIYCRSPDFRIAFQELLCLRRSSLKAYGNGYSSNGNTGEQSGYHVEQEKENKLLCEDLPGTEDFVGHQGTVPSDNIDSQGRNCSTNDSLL
hERG WT inh: KCNH2 (human, wildtype) channel inhibition; Q12809; U2OS, BacMam KCNH2, thallium flux FluxOr; stronger effect = lower value; activity change, % at 1.84 µM; 340,000 tested, 0.37% active;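 active = maximum activity change below -70%; inconclusive = maximum activity change between -70% and -50%; inactive = maximum activity change above -50%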; also: % is scaled to controls: 0 for no effect and ±100 for the full control effect
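U2OS cells were transduced with wild-type KCNH2 virus (2.03 x 10^8 / mL) for 4 h at room temperature, then cultured overnight at 37 C. Thallium flux was read with FluxOr dye. Rate constants were normalized to DMSO controls.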
KCNH2 3.1 inh: blocks the human KCNH2 3.1 channel isoform. U2OS KCNH2 3.1, thallium flux FluxOr; stronger effect = lower value. activity change, % (tested at about 1.8 µM). 340,000 tested, 0.95% active. AID 720553;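 active = maximum activity change below -70%; inconclusive = maximum activity change from -70% to -50%; inactive = maximum activity change above -50%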;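 also: thallium influx rate constant from kinetic fluorescence after stimulation buffer; % is scaled to controls: 0 for no effect and ±100 for the full control effect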
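Thallium flux read-out: FluxOr dye with Red40 quencher in HBSS/HEPES, 45 min at RT. Rate constants from kinetic reads were normalized to positive and negative DMSO controls. Cells: U2OS virally expressing the 3.1 isoform.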
PKM2 act: activators of human pyruvate kinase M2; P14618; purified PKM2, Kinase-Glo ATP luminescence, activation; response scale: 0% is enzyme alone, no compound; Potency, µM (series often up to 57.5 µM), inactives show at the highest dose activation, most hits filed as activators; 260,000 tested, 0.34% active; AID 1631; also: potency is read from the fitted curve at half-maximal effect; % is scaled to controls: 0 for no effect and ±100 for the full control effect; nearly all actives have a fitted effect of over 55% in size
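Kinase-Glo luminescence reports ATP generated from ADP (0.1 mM) and PEP (0.5 mM) by purified hPK-M2 after 1 h at room temperature, pH 7.2 imidazole buffer; intermediate enzyme activity allows detecting inhibitors and activators.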
Menin MLL FP TR: displaces Texas Red mutant MLL peptide from human menin | AID 1768 | Menin + Texas Red MLL mutant peptide, fluorescence polarization | Potency, µM (doses to about 61.6 µM), for the others: at the top dose FP activity change, negative = inhibition, usual class: inhibitors | 270,000 tested, 0.23% active; active = well fitted inhibition curve with a large enough effect in the polarisation, with a control signal flat, not every such curve was filed as active; inconclusive = small, poorly fitted or top-dose-only effect, or effect the other way, or a change in a side signal; inactive = no such curve, though single readings can be large or run the other way; the % refers to the polarisation; also: potency is read from the fitted curve at half-maximal effect; % of control where 0% means no effect; many of its hits are not listed in these tables
Target sequence (O00255 whole entry, looked up): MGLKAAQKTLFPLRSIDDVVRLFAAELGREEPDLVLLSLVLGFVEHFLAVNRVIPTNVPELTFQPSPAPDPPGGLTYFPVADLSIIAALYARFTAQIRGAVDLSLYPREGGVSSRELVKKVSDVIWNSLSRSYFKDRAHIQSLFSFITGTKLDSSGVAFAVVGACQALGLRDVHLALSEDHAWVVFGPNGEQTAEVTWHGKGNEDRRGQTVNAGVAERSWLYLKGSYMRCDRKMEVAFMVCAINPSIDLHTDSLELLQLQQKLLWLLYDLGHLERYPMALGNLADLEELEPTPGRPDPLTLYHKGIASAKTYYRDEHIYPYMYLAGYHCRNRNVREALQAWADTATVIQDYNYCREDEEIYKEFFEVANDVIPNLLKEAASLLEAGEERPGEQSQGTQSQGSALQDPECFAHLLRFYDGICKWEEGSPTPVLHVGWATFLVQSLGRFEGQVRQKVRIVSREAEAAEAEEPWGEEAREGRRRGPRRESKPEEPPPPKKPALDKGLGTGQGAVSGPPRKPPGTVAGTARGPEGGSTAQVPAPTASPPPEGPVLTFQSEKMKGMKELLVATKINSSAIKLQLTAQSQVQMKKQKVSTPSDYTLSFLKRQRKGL
* = called active by the depositor; ? = inconclusive; . = not tested or not shown; & = joins results of further samples; [ ] = another dose, or the depositor's remark. Unless noted, calls follow the shape of the dose curve; as a rule, active = well fitted curve in the direction sought with a large enough effect; inconclusive = small, poorly fitted or top-dose-only effect, or another doubt; inactive = no such curve, though single readings can be large; an effect the other way counts as inactive or inconclusive.

SMILES	GALK inhibitor	MLL CXXC-DNA inh	Giardia killer	TRPV1 ag	Coupling enz	USP2a block	B2AR arrestin	hERG WT inh	KCNH2 3.1 inh	PKM2 act	Menin MLL FP TR
CCn1cc(C(=O)NCCCN2CCCC(C)C2)c(=O)c2cc(S(=O)(=O)N3CCOCC3)ccc21 (stereo not given)	-3%	6%	-1	0	4	2%	2.4%	36	-5	1%	?
CN(CC(=O)Nn1cnnc1)S(=O)(=O)c1cc(Cl)ccc1Cl	0%	-5%	11	.	8	2%	-0.1%	-25	-1	12%	14%
O=C(NC1CCCCC1)C1CCN(S(=O)(=O)c2cccc3cccnc23)CC1	0%	-10%	-16	.	7	1%	-1.2%	10	5	-9%	6%[11.7 µM]
O=C(c1ccc(-n2cncn2)c([N+](=O)[O-])c1)N1CCN(S(=O)(=O)c2ccccc2F)CC1	.	.	7	4	.	1%	-0.6%	6	1	.	.
Cc1ccc2nc(NC(=O)c3ccccn3)sc2c1	-1%	4%	?	?	-1	-1%	0.0%	15	13	-23%	16%
CCCCCCN(C(=O)CCCCCN1C(=O)NC(c2ccc(-c3ccccc3)cc2)C(C(=O)OCc2ccccc2)=C1C)C(C(=O)NCCCC)c1ccccn1 (stereo not given)	-2%	-3%	.	8	2&-2	7%	-0.2%	.	.	-2%&3%	-6%
CCCNC(=S)Nc1ccc(S(N)(=O)=O)cc1	7%	1%	-4	-1	4	2%	-0.5%	-7	7	-2%	2%
O=C(O)CSCC(=O)Nc1ccc(Br)c(C(F)(F)F)c1	0%	-4%	0	-6	15	2%	0.3%	3	8	-3%	.
CCN1CCN(S(=O)(=O)c2cc(C(=O)O)ccc2Cl)CC1	2%	-4%	10	0	2	-1%	-0.2%	-4	-3	3%	.
CCn1c(O)c(C=NC2CCCC2)sc1=S	1%	0%	14	11	-5	7%	-1.0%	2	3	-3%	4%
Cc1cccc(C(C)C)c1NC(=O)CSc1cccc[n+]1[O-]	.	.	5	.	.	1%	-0.2%	-4	0	.	.
O=C(Nc1ccc(-c2nc3ncccc3o2)cc1)c1ccc(Br)o1	1%	4%	3	2	1	0%	-0.7%	-1	-7	-2%	6%
O=C(N/N=C/c1ccncc1)c1cc2ccccc2o1	0%	-1%	-6	?	3	-2%	-0.3%	-19	-8	-7%	-18%
CC(C)(C)OC(=O)[C@H]1[C@H](c2ccc([N+](=O)[O-])cc2)C2(C(=O)c3ccccc3C2=O)C2c3ccccc3C=NN21 (stereo not given in full)	0%	-7%	-14	?	-3	-12%	-0.1%	-9	6	-5%	69%[activator]
O=C(NC1CC(=O)N(c2cccc(F)c2)C1)N1CCN(C(=O)c2ccco2)CC1 (stereo not given)	.	.	-9	0	.	2%	-1.0%	2	1	.	.
COc1ccc(/C(=N\Nc2ccccc2C(=O)O)c2ccccc2)cc1	-2%	0%	-19	0	2	-2%	0.2%	-1	4	2%	?
COc1cc(OC)cc(C(=O)/C=C2\Sc3ccccc3N2C)c1	0%	12%	-10	15	-10	0%	0.9%	-5	?	-1%	?
COc1ccc(CN(C(=O)CSc2nnc(-c3ccc(F)cc3)o2)c2ccc(F)cc2)cc1	-2%	-15%	8	3	-3	1%	0.0%	17	0	2%	-8%
O=C(NCc1ccco1)c1cc2cc3ccc(Cl)cc3nc2o1	2%	33%[activator]	-1	4	2	0%	-0.3%	-3	-8	-17%	?
Cc1ccc(C2(C)NC(=O)N(CC(=O)Nc3cc(S(=O)(=O)N4CCOCC4)ccc3C)C2=O)cc1 (stereo not given)	0%	6%	4	6	4	0%	-0.2%	-2	7	-15%	-3%
CC12CCC(=O)N1C(C(=O)O)Cc1c2[nH]c2ccccc12 (stereo not given)	2%	8%	11	-1	2	4%	0.3%	3	-19	0%	2%
Nc1c(C(=O)O)sc2nc(-c3ccccc3)cc(-c3ccccc3)c12	-2%	-8%	5	-2	8	-1%	0.0%	-8	6	-1%	.
CCN(CC)S(=O)(=O)c1cccc(C(=O)OCC(=O)c2ccc3c(c2)NC(=O)CO3)c1	2%	-8%	3	8	-1	1%	-0.8%	6	-5	9%	5%
CCN(CC)c1ccc2cc(-c3nnc(-c4ccccc4)o3)c(=O)oc2c1	-5%	?	-4	101*	2	?	0.4%	-96*	-41	-4%	8%
Cc1cc(C(=O)Nc2nc3c(C)cccc3s2)c(C)o1	0%	10%	1	4	3	0%	0.0%	-2	-5	-1%	?

3 entries already listed, ordered by the value under B2AR arrestin, descending:
| SMILES | B2AR arrestin |
| --- | --- |
| Cc1cc(C(=O)Nc2nc3c(C)cccc3s2)c(C)o1 | 0.0% |
| CCCNC(=S)Nc1ccc(S(N)(=O)=O)cc1 | -0.5% |
| CCN(CC)S(=O)(=O)c1cccc(C(=O)OCC(=O)c2ccc3c(c2)NC(=O)CO3)c1 | -0.8% |

The results go on.
SMILES	GALK inhibitor	MLL CXXC-DNA inh	Giardia killer	TRPV1 ag	Coupling enz	USP2a block	B2AR arrestin	hERG WT inh	KCNH2 3.1 inh	PKM2 act	Menin MLL FP TR
Cc1ccc(S(=O)(=O)N(CC(=O)NCC2CCCO2)c2cccc([N+](=O)[O-])c2)cc1 (stereo not given)	2%	-17%	14	13	4	0%	5.1%	10	9	-7%	-10%
CC1CC(C)CN(C(=O)C2CC(=O)N(c3ccc(F)cc3)C2)C1 (stereo not given)	12%	8%	-21	1	1	-6%	-0.4%	-2	-9	-4%	-12%
COc1cc(CN2CCCCCC2)cc([N+](=O)[O-])c1O	-1%	-9%	6	-2	1	4%	-0.2%	-12	-5	-3%	-2%
CCOC(=O)c1cn(Cc2cccc(Cl)c2)c2cc(C)nn2c1=O	.	2%	-9	0	1	4%	0.3%	-4	-9	-23%	.
CCOc1ccc(C(=O)CCc2nc3ccccc3s2)cc1	2%	0%	-11	9	-3	0%	-0.6%	-7	-1	2%	2%
Cc1[nH]n2c(=O)c(C#N)c(-c3ccccc3)nc2c1-c1ccccc1	4%	-8%	-10	1	20	-1%	0.1%	6	-9	?	?
COc1ccccc1CNC(=O)C1CCC(CNS(=O)(=O)c2ccc(NC(C)=O)cc2)CC1 (stereo not given)	2%	45%[activator]	-14	7	0	6%	0.0%	-14	-18	.	?
CC1=CC(=O)C=C/C1=C(/c1ccc(O)cc1C)c1ccccc1S(=O)(=O)O	.	.	9	-1	.	-3%	-0.1%	17	-10	.	.
CC(=O)Nc1cccc(NC(=O)CSc2ccc(C(F)(F)F)cc2[N+](=O)[O-])c1	1%	5%	18	-5	1	1%	-4.4%	6	31	14%	13%
CC(CCCC(C)(C)O)NC(=O)c1cc(COc2ccc3ncccc3c2)on1 (stereo not given)	6%	5%	1	2	-2	3%	0.3%	-8	13	-1%	-8%
CCNC(=O)C(=O)N/N=C/c1cc([N+](=O)[O-])ccc1O	0%	0%	13	2	1	1%	0.2%	3	10	-4%	0%
N#CC(C#N)=Cc1cn(-c2ncc(C(F)(F)F)cc2Cl)c2ccccc12	0%	11%	1	8	-1	1%	-0.1%	14	-5	-1%	29%
COc1ccc(C(=O)CCC(=O)Nc2cccc(Cl)c2)cc1	0%	8%	-30	5	0	9%	-0.6%	3	3	2%	0%
CC(C)Cc1nc2oc3c(Cl)ncnc3c2c2c1CCC2	2%	70%[activator]	-1	6	2	0%	-0.6%	11	-5	-1%	?
COC(=O)CC(N)c1ccc(OC)c2ccccc12 (stereo not given)	1%	3%	-2	-2	2	0%	0.2%	-8	-1	-12%	0%

Full records, looked up by structure. Order of screens: GALK inhibitor | MLL CXXC-DNA inh | Giardia killer | TRPV1 ag | Coupling enz | USP2a block | B2AR arrestin | hERG WT inh | KCNH2 3.1 inh | PKM2 act | Menin MLL FP TR
CC1=CC(=O)C=C/C1=C(/c1ccc(O)cc1C)c1ccccc1S(=O)(=O)O reads . | . | 9 | -1 | . | -3% | -0.1% | 17 | -10 | . | .
COc1cc(CN2CCCCCC2)cc([N+](=O)[O-])c1O reads -1% | -9% | 6 | -2 | 1 | 4% | -0.2% | -12 | -5 | -3% | -2%

A portion of the library; count on the stated rates, not on these rows.
